Screening results: PubChem, Broad Institute
LGR2 antag – inhibitors of bursicon-induced LGR2 CRE-luciferase signal, primary screen, cell-based, HEK293, CRE-luciferase reporter, bursicon stimulation; AID 720647, 2013; inhibition, % at 9.99 µM; Drosophila bursicon receptor LGR2 (rickets); bursicon-stimulated, 4 h; hit rate 0.35% among 380,000;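 active = drop in luminescence signal, shown as inhibition above about 50% in the replicate tests, limit read from the data, passing the limit was not always enough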;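 note: agonist challenge used bursicon conditioned medium at about half maximal strength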
PGC1a acetyl inh – inhibitors of PGC1a acetylation signal, primary screen, cell-based, U2OS, AlphaScreen, inhibitor mode. AlphaScreen anti-acetyl-lysine; with virally co-expressed GCN5 acetyltransferase. inhibition, % at 15.6 µM. hit rate 0.17% among 350,000. AID 651687, 2012;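 active = every replicate shows inhibition of at least 40%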;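 note: 0% = neutral control wells and 100% = positive control wells; some results beyond the cut were filed as inactive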
GSIS activator – GLuc luminescence reporter in INS-1E cells, primary screen for activators of glucose-dependent secretion of insulin; INS-1E GLuc reporter insulin secretion, 2-3 h; hit rate 0.61% among 370,000; activation, % at 16.6 µM; AID 743287, 2014;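 active = lowest replicate activation of at least 40%, so every replicate reaches that level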;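 note: 0% = median of neutral control wells and 100% = median of IBMX positive control wells; some compounds called inactive have numbers as strong as hits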
* hit, by the source's call; & = joins results of further samples. The list is partial. The share of hits here may be higher or lower than overall.

SMILES | LGR2 antag | PGC1a acetyl inh | GSIS activator
O=C(Cc1ccccn1)N[C@H]1CC[C@@H](CCn2cc(-c3ccc(F)cc3)nn2)O[C@@H]1CO | 2 | -4 | 7
COc1ccc(-c2ccccc2[C@H]2[C@@H](C#N)N(C(=O)C3CCCCC3)[C@H]2CO)cc1 | -9 | 7 | -22
N#C[C@H]1[C@@H](c2ccccc2-c2ccc(F)cc2)[C@H](CO)N1C(=O)Cc1cccnc1 | -10 | 0 | 2
O=C(C[C@@H]1CC[C@@H](NC(=O)c2ccncc2)[C@@H](CO)O1)Nc1ccc(-c2ccccc2)cc1 | -9 | -18 | -1
O=C(Cc1cccnc1)N1CC(=O)N2[C@@H](CO)[C@@H](c3ccc(C#CC4CCCC4)cc3)[C@@H]2C1 | 30 | 4 | -4
COc1ccc2c3c(n(C)c2c1)[C@H](CO)N(Cc1ccccc1)CC31CN(C(=O)c2ccccc2F)C1 | 14 | -7 | -15
COc1ccc2c3c(n(C)c2c1)[C@H](CO)N(C(=O)c1ccc(F)cc1)CC31CN(C)C1 | -9 | 4 | 11
O=C(C[C@@H]1C=C[C@@H](NC(=O)Cc2ccccn2)[C@@H](CO)O1)NCCc1ccccc1 | -2 | 6 | 11
N#Cc1ccc(-c2ccc(C3[C@@H]4CN(C(=O)C5CCCC5)C[C@H]3N4)cc2)cc1 (some centres not stated) | 6&18 | 10&-2 | 9&5
COc1ccc(-c2ccc([C@H]3[C@@H](CO)N4C(=O)CN(C(=O)Cc5ccccn5)C[C@@H]34)cc2)cc1 | -1 | 3 | 2
OC[C@@H]1[C@H](c2ccccc2)C2(CN(Cc3cccnc3)C2)N1Cc1ccncc1 | 25 | -1 | -1
COCC(=O)N1CC2(C1)CN(C(=O)Cc1ccccc1)[C@H](CO)c1c2c2ccc(OC)cc2n1C | 9 | -2 | -28
C/C=C/c1ccc([C@@H]2[C@H]3CN(Cc4ccc(C)cc4)CC(=O)N3[C@H]2CO)cc1 | -4 | 4 | -6
COc1ccc(S(=O)(=O)Nc2cccc3c2O[C@@H](CN(C)Cc2ccc(Cl)c(Cl)c2)[C@@H](C)CN([C@H](C)CO)C3=O)cc1 | 5 | -2 | -20
CCCNC(=O)N1CC2(CCN(C(=O)C3CCC3)CC2)c2c([nH]c3cc(OC)ccc23)[C@H]1CO | 8 | 1 | -3
O=C(C[C@@H]1C=C[C@@H](NS(=O)(=O)c2ccccc2)[C@@H](CO)O1)N1CCC(Cc2ccccc2)CC1 | 9 | 3 | -2
COc1ccc2c3c([nH]c2c1)[C@@H](CO)N(Cc1ccccc1F)CC31CCN(C(=O)C2CC2)CC1 | 23 | 3 | -6
CCC(=O)N1CC2(CCN(C(=O)c3cccnc3)CC2)c2c([nH]c3cc(OC)ccc23)[C@@H]1CO | -2 | -3 | 3
COc1ccc2c3c([nH]c2c1)[C@H](CO)N(Cc1ccccn1)CC31CN(C(C)=O)C1 | -2 | -2 | 7
O=C(C[C@@H]1CC[C@H]2[C@@H](COC[C@H](O)CN2CC2CCCC2)O1)NCC1CC1 | 8 | -1 | 6

Compound profiles, as listed above. Values in the order: LGR2 antag, PGC1a acetyl inh, GSIS activator
Listed for C/C=C/c1ccc([C@@H]2[C@H]3CN(Cc4ccc(C)cc4)CC(=O)N3[C@H]2CO)cc1 = -4, 4, -6
Listed for COc1ccc2c3c([nH]c2c1)[C@H](CO)N(Cc1ccccn1)CC31CN(C(C)=O)C1 = -2, -2, 7
Listed for COc1ccc2c3c([nH]c2c1)[C@@H](CO)N(Cc1ccccc1F)CC31CCN(C(=O)C2CC2)CC1 = 23, 3, -6
Listed for O=C(C[C@@H]1CC[C@H]2[C@@H](COC[C@H](O)CN2CC2CCCC2)O1)NCC1CC1 = 8, -1, 6
Listed for COc1ccc(S(=O)(=O)Nc2cccc3c2O[C@@H](CN(C)Cc2ccc(Cl)c(Cl)c2)[C@@H](C)CN([C@H](C)CO)C3=O)cc1 = 5, -2, -20

Only PGC1a acetyl inh and GSIS activator (5 entries from above):
smiles	PGC1a acetyl inh	GSIS activator
O=C(C[C@@H]1C=C[C@@H](NS(=O)(=O)c2ccccc2)[C@@H](CO)O1)N1CCC(Cc2ccccc2)CC1	3	-2
COc1ccc2c3c([nH]c2c1)[C@@H](CO)N(Cc1ccccc1F)CC31CCN(C(=O)C2CC2)CC1	3	-6
CCC(=O)N1CC2(CCN(C(=O)c3cccnc3)CC2)c2c([nH]c3cc(OC)ccc23)[C@@H]1CO	-3	3
COc1ccc2c3c([nH]c2c1)[C@H](CO)N(Cc1ccccn1)CC31CN(C(C)=O)C1	-2	7
O=C(C[C@@H]1CC[C@H]2[C@@H](COC[C@H](O)CN2CC2CCCC2)O1)NCC1CC1	-1	6

(listing goes on)
SMILES | LGR2 antag | PGC1a acetyl inh | GSIS activator
COC(=O)C[C@H]1CC[C@H]2[C@@H](COc3ccc(NS(=O)(=O)c4ccc(F)cc4)cc3C(=O)N2C)O1 | 0 | -5 | 2
COC(=O)[C@@H]1[C@@H](CO)[C@@H]2Cn3c(cccc3=O)[C@@H]2N1CC1CCCC1 | -20 | 1 | 7
CCCC(=O)N1CC2(CCN(Cc3cccnc3)CC2)c2c([nH]c3cc(OC)ccc23)[C@@H]1CO | 9 | -2 | 1
Cc1cccc(-c2ccc([C@@H]3[C@H]4CN(C(=O)CN5CCOCC5)CC(=O)N4[C@H]3CO)cc2)c1 | 7 | 2 | 9
CN(C)C(=O)c1ccc(-c2ccccc2[C@H]2[C@@H](C#N)N(C(=O)C3CCCC3)[C@H]2CO)cc1 | 12 | -8 | 17
C[C@H]1CN([C@@H](C)CO)C(=O)c2cc(NC(=O)C3CCCCC3)ccc2O[C@@H]1CN(C)Cc1ccc(Oc2ccccc2)cc1 | 16 | 0 | -15
COc1ccccc1-c1cn(CC[C@@H]2CC[C@@H](NC(=O)C3CCCC3)[C@@H](CO)O2)nn1 | -13 | 1 | 0
N#C[C@@H]1[C@@H](c2ccccc2C2=CCCCC2)[C@H](CO)N1C(=O)c1cccc(F)c1 | -1 | -3 | -13
C[C@@H]1CN([C@H](C)CO)C(=O)c2cc(NS(C)(=O)=O)ccc2O[C@@H]1CN(C)S(=O)(=O)c1ccccc1 | 14 | -11 | 20
CC(C)NC(=O)N1[C@@H](CO)[C@@H](c2ccccc2)C12CN(C(=O)c1ccccn1)C2 | 7 | 3 | 14
CS(=O)(=O)N1CC(=O)N2[C@H](CO)[C@@H](c3ccc(C#CC4CCCC4)cc3)[C@@H]2C1 | 5 | -10 | -5
COc1ccc2c3c([nH]c2c1)[C@H](CO)N(Cc1cccc(Cl)c1)CC31CCN(C(C)=O)CC1 | -3 | 8 | 9
COc1ccc2c3c([nH]c2c1)[C@H](CO)N(C(=O)C1CCOCC1)CC31CN(Cc2nccs2)C1 | 0 | 8 | 8
COc1ccc2c3c(n(C)c2c1)[C@@H](CO)N(C(=O)C1CCCC1)CC31CN(Cc2cccc(F)c2)C1 | 6 | 8 | -3
COc1ccc2c3c([nH]c2c1)[C@H](CO)N(Cc1ccncc1)CC31CCN(Cc2ccc(-c3ccccn3)cc2)CC1 | 9 | 6 | -1
CCC(=O)N1CCC2(CC1)CN(Cc1cccc(F)c1)[C@H](CO)c1c2c2ccc(OC)cc2n1C | 12 | -35 | -19
C/C=C/c1ccc([C@H]2[C@H]3CN(Cc4ccc(C)cc4)CC(=O)N3[C@H]2CO)cc1 | 5 | 0 | 11
COc1ccc(-c2ccc([C@@H]3[C@@H](CO)N4C(=O)CNC[C@H]34)cc2)cc1 | 3 | -2 | 4
O=C(C1CCOCC1)N1CC(=O)N2[C@H](CO)[C@H](c3ccc(-c4cccnc4)cc3)[C@@H]2C1 | -4 | 1 | 8
COc1ccc2c3c(n(C)c2c1)[C@H](CO)N(Cc1ccc(F)cc1)CC31CCN(CC2CC2)CC1 | 13 | -28 | -10
COc1ccc(S(=O)(=O)Nc2cccc3c2O[C@@H](CN(C)Cc2ccc(Cl)c(Cl)c2)[C@@H](C)CN([C@@H](C)CO)C3=O)cc1 | -21 | -5 | -25
COCC(=O)Nc1ccc2c(c1)OC[C@H](C)N(C(=O)CC1CC1)C[C@H](C)[C@@H](OC)CN(C)C2=O | 3 | -3 | 10
CCOc1ccc(N/C=C/C(=O)c2ccc(C)cc2)c([N+](=O)[O-])c1 | -9 | 13 | 12
COc1ccc2c3c(n(C)c2c1)[C@H](CO)N(CC1CCOCC1)CC31CCN(CC2CCOCC2)CC1 | 4 | 3 | 2
CN(C)CC#Cc1ccc([C@H]2[C@@H](CO)N3C(=O)CN(C(=O)c4ccccc4)C[C@@H]23)cc1 | 5 | -8 | 2
CO[C@H]1CN(C)C(=O)c2ccc(NC(=O)NC(C)C)cc2OC[C@H](C)NC[C@@H]1C | 13 | 4 | 14
C/C=C/c1ccc([C@@H]2[C@H](CO)N(C(=O)CN(C)C)C23CN(C(=O)C2CCOCC2)C3)cc1 | -33 | 5 | 3
COc1ccc2c3c(n(C)c2c1)[C@@H](CO)NCC31CN(Cc2cc(F)ccc2F)C1 | 4 | -9 | 8
COc1ccc2c3c(n(C)c2c1)[C@H](CO)N(Cc1nccs1)CC31CN(C(C)=O)C1 | -1 | 1 | 21
CC(=O)N1CC2(C1)[C@@H](c1ccc(-c3ccc(C#N)cc3)cc1)[C@H](CO)N2C(=O)C1CC1 | 6 | 7 | 3
CCS(=O)(=O)N1CCC2(CC1)CN(S(=O)(=O)c1ccccc1)[C@H](CO)c1c2c2ccc(OC)cc2n1C | 4 | -5 | -11
COc1ccc(NC(=O)N2CC3(C2)CN(C(C)=O)[C@H](CO)c2[nH]c4cc(OC)ccc4c23)cc1 | 1 | -1 | 19
COc1ccc2c3c([nH]c2c1)[C@H](CO)N(C(=O)c1ccccc1)CC31CCN(C(=O)NC(C)C)CC1 | -11 | 2 | 7
COc1cccc(CN2CCC3(CC2)CN(C(=O)C2CC2)[C@@H](CO)c2[nH]c4cc(OC)ccc4c23)c1 | 15 | 2 | 13
C/C=C/c1ccc([C@@H]2[C@H](CO)N3C(=O)CN(S(=O)(=O)c4cccc(F)c4)C[C@@H]23)cc1 | 15 | 11 | 20
CCCC(=O)N1CC2(CCN(C(=O)Nc3cccc(F)c3)CC2)c2c(n(C)c3cc(OC)ccc23)[C@@H]1CO | 13 | -8 | -22
CC=Cc1ccc2n(c1=O)C[C@H]1[C@H](CO)[C@@H](C(=O)N(C)C)N(CC3CCCC3)[C@@H]21 (mixture of isomers) | -2 | 2 | 11
COc1ccc(NC(=O)Nc2cccc3c2O[C@@H](CN(C)Cc2ccc(Cl)c(Cl)c2)[C@H](C)CN([C@@H](C)CO)C3=O)cc1 | 11 | 6 | -23
N#C[C@@H]1[C@@H](c2ccccc2-c2ccccc2)[C@H](CO)N1C(=O)Cc1ccncc1 | 17 | 5 | 13
COc1ccc2c3c(n(C)c2c1)[C@H](CO)N(C)CC31CN(S(=O)(=O)c2cccc(F)c2)C1 | -5 | 14 | -9
COc1ccc(-c2ccc([C@H]3[C@@H](CO)N4C(=O)CN(Cc5ccc(C)cc5)C[C@@H]34)cc2)cc1 | 1 | 2 | -23
O=C(C1CCCCC1)N1CC(=O)N2[C@@H](CO)[C@H](c3ccc(-c4cccnc4)cc3)[C@@H]2C1 | -10 | -3 | 18
CCCC#Cc1ccc([C@@H]2[C@@H](CO)N3C(=O)CN(C(=O)c4ccncc4)C[C@@H]23)cc1 | 5 | -2 | -2
